Screening data: PubChem BioAssay, National Center for Advancing Translational Sciences (NCATS)
GRP78 ERSR act: qHTS for Inducers of the Endoplasmic Reticulum Stress Response (ERSR) in Human Glioma: qHTS. U87-MG GRP78 promoter luciferase reporter, 16 h. Potency, µM, without a hit: at the top dose activation, most hits filed as activators. hit rate 0.02% among 420,000; note: series mostly up to about 76 µM; % of control where 0% means no effect; nearly all actives have a fitted effect of over 35% in size
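Stably transfected U87-MG glioma cells carrying a GRP78-based luciferase sensor; 16 h compound incubation. Luminescence end-point read 10 min after Bright-Glo addition at room temperature.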
TrxR1 substrate: qHTS Assay for Substrates of Mammalian Selenoprotein Thioredoxin Reductase 1 (TrxR1): qHTS; Thioredoxin reductase 1, cytoplasmic (Rattus norvegicus), O89049; purified TrxR1 substrate turnover, NADPH consumption readout; Potency, µM (doses to about 114 µM), without a hit: at the top dose activity change, negative = substrate turnover; hit rate 0.01% among 390,000; AID 588456, 2011; note: % is set by controls: 0 for no effect and ±100 for the full control effect; nearly all actives have a fitted effect of over 50% in size
Target sequence (O89049 whole entry, looked up): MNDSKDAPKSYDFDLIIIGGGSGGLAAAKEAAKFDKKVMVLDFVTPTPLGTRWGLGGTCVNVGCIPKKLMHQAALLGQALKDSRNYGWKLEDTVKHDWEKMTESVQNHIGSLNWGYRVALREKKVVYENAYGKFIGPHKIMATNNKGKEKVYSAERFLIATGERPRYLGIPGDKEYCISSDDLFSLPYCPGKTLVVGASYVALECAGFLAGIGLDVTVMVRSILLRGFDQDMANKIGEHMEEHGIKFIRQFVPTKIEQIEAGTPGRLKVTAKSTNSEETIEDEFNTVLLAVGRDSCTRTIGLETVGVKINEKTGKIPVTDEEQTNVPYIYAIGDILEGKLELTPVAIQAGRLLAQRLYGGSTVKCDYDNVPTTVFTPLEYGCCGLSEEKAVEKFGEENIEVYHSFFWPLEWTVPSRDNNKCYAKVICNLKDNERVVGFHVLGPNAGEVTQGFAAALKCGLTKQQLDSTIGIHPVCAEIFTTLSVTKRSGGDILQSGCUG
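Rat TrxR1, dispensed at 90 nM, was prereduced with 400 uM NADPH (final) for 5 min at ~22 deg C, then incubated with compound 15 min before 400 uM selenite. A first-read NADPH fluorescence drop versus no-compound background flagged substrates.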
Vif-A3G inh: qHTS for Inhibitors of Vif-A3G Interactions: qHTS | DNA dC->dU-editing enzyme APOBEC-3G (Homo sapiens), Q9HC16 | HeLa A3G-eYFP + Vif (tagged APOBEC3G with the HIV-1 protein that degrades it), YFP fluorescence, overnight | Potency, µM (titrated, usually from 46.1 µM), for the others: at the highest dose activity, negative = active, usual class: inhibitors | hit rate 0.076% among 410,000;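 note: % is set by controls: 0 for no effect and ±100 for the full control effect; nearly all actives have a fitted effect of over 60% in size; hits raise eYFP signal because A3G escapes Vif-driven loss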
Target sequence (Q9HC16 whole entry, looked up): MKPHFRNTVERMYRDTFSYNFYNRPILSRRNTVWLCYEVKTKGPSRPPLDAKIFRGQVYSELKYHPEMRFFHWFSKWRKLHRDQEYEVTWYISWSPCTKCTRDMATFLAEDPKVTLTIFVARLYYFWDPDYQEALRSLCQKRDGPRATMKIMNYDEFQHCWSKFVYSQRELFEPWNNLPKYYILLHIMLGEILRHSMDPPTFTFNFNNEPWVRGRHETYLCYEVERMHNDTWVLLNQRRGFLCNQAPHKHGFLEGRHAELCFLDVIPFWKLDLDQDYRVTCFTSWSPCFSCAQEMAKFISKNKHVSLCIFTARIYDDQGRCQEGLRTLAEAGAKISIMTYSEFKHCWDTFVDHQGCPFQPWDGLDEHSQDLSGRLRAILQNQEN
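HeLa cells stably expressing Vif and C-terminally eYFP-tagged A3G, seeded overnight at 37 deg C, then exposed to compound by pintool overnight at 37 deg C. Rise in yellow fluorescence (Ex 488/Em 500-530, Acumen) marks blocked Vif-driven A3G degradation.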
Active calls of the source: *; ? = inconclusive; & = joins results of further samples; [ ] = another dose, or the depositor's remark. Calls come from the whole dose curve; as a rule, active = well fitted curve in the direction sought with a large enough effect; inconclusive = small, poorly fitted or top-dose-only effect, or another doubt; inactive = no such curve, though single readings can be large; an effect the other way counts as inactive or inconclusive. Potency is the fitted concentration of half-maximal effect. Some of the compounds tested, so the mix of outcomes need not match the whole.

SMILES	GRP78 ERSR act	TrxR1 substrate	Vif-A3G inh
C(=Nc1cnc2ccccc2c1)c1ccc2ccccc2n1	1%	141%[activator]	-2%
Nc1ccc(/C=C/c2ccnc3ccccc23)c(N)c1	-1%	-5%	-11%
CC(=O)OCC(NC(=O)C(C)NC(=O)OC(C)(C)C)C1OC(n2cc(C)c(=O)[nH]c2=O)C(OC(C)=O)C1OC(C)=O (configuration not stated)	-5%	-3%	2%
Cc1ccc2nccnc2c1	-11%	-11%	-15%
O=C(Cc1ccc[nH]c1=O)c1ccc(F)cc1	-2%	3%	1%
COC(=O)C(CC(C)C)NS(=O)(=O)c1cc(Br)ccc1Br (configuration not stated)	-2%	-8%	0%
Cc1cc2nccc(C)c2cc1C	7%	2%	3%
CC1Cc2ccccc2C[N+]1(C)CC(=O)c1cccc([N+](=O)[O-])c1 (configuration not stated)	-3%	-2%	1%
c1cnc2[nH]ccc2c1	0%	6%	-3%
Cc1ccc(SCC(c2ccccc2)N2CCN(C)CCC2=O)cc1 (configuration not stated)	-1%	-4%	3%
CC[N+](CC)(CC)c1ccc(/C=C/c2ccnc3ccccc23)cc1	-10%	1%	9%
CN(C(=O)c1ccc(OCC=C(c2ccccc2)c2ccccc2)cc1)c1ccccc1I	-1%	-7%	4%
C(=C\c1ccnc2ccccc12)/c1ccc(N2CCNCC2)cc1	-3%	5%	-3%
O=Cc1ccc(I)cc1	-3%	0%	-2%
C=C1CC2C(=O)N(Cc3ccccc3)C(C(=O)O)C1N2C(=O)OC(C)(C)C (configuration not stated)	-3%	0%	-2%
CC1CC=CC2C1C(=O)N(Cc1ccccc1)C2c1ccc(F)c(/C=C/c2ccccc2)c1 (configuration not stated)	-4%	5%	2%
CN(C)c1cccc2ccccc12	-2%	-13%	3%
C/C=C1\COC(C(=O)NCCOCCO)(C(F)(F)F)C=C1C=C1CCCCC1 (configuration not stated)	0%	5%	-3%
O=C(C[n+]1ccncc1)c1ccc(Br)cc1	-4%	3%	-8%
CCOC(=O)c1ccc(N(C(=O)c2ccccc2)c2ccccc2)cc1	-1%	-5%	-3%
C=CCCN(C(C)C(=O)OC)S(=O)(=O)c1ccccc1Br (configuration not stated)	-5%	-6%	-1%
O=S1(=O)CCO[C@H]2CCCC[C@@H]2N1Cc1ccccc1	-4%	0%	1%
CCCCCCCCCCCCCCCCCCN(CCCCCCCCCCCCCCCCCC)c1ccc(/C=C/c2ccnc3ccccc23)cc1	-2%	0%	-2%
COC(=O)C(NS(N)(=O)=O)C(C)C (configuration not stated)	1%	-4%	2%
CC(C)(C)n1ncc2c(=O)n(Cc3ccc(OC(F)(F)F)cc3)cnc21	-2%	-10%	-1%
C=C1CCN(C(CC(C)C)C(=O)NCc2ccc(Cl)c(Cl)c2)S(=O)(=O)c2ccccc21 (configuration not stated)	-7%	-9%	0%
CCc1c2c(nc3ccc4c(c13)OCCO4)-c1nc3ccccc3c(=O)n1C2	-13%	18%	1%
C=C1CCN(C(CC(C)C)C(=O)NCCCc2ccccc2)S(=O)(=O)c2ccccc21 (configuration not stated)	-5%	-9%	-1%
CCCCCCCCCCCCCCCC[n+]1ccc(C)c2ccccc21	-12%	1%	-11%
C/C=C1\COC(C(=O)NCc2ccccn2)(C(F)(F)F)C=C1C=C(C)C (configuration not stated)	-5%	9%	-1%

An excerpt from above with just GRP78 ERSR act.
Compound	GRP78 ERSR act
COC(=O)C(NS(N)(=O)=O)C(C)C (configuration not stated)	1%
CC(C)(C)n1ncc2c(=O)n(Cc3ccc(OC(F)(F)F)cc3)cnc21	-2%

Later entries.
SMILES	GRP78 ERSR act	TrxR1 substrate	Vif-A3G inh
C=C1CC2C(=O)N(Cc3cc(OC)ccc3OC)C(C(=O)OCC)C1N2C (configuration not stated)	-5%	-2%	-3%
COc1ccc(C2/C=C\CN(CC3CC3)C(Cc3ccccc3)C(=O)N2Cc2ccc(F)cc2)cc1 (configuration not stated)	-1%	-13%	2%
CCN(CC)/[N+]([O-])=N/Oc1cc(O/[N+]([O-])=N/N2CCCC2CO)c([N+](=O)[O-])cc1[N+](=O)[O-] (configuration not stated)	0%	7%	2%
O=C(C[n+]1c(Cl)cc(Cl)c2ccccc21)c1ccccc1	-3%	5%	-25%
Cc1cc(N(C)C)c(C)cc1/C=C/c1ccnc2ccccc12	13%	-3%	14µM*
N#Cc1cc2[nH]c(=O)c(=O)[nH]c2cc1[N+](=O)[O-]	-4%&-3%	-15%	0%
CC(C)(C)n1ncc2c(=O)n(Cc3c(Cl)ccc(Cl)c3Cl)cnc21	-3%	-1%	1%
CCCCCc1cc(=O)oc2c(C(CCN3CCCC3)c3ccc4c(c3)OCO4)c(OC)cc(OC)c12 (configuration not stated)	-13%	-10%	-12%
Cc1ccc(CNC(=O)[C@]2(C(F)(F)F)C[C@H](CCc3ccccc3)CCCO2)o1	3%	-3%	0%
CC(C)(C)n1ncc2c(=O)n(Cc3cc(Cl)ccc3Cl)cnc21	-5%	-3%	2%
Cc1c(CCO)sc[n+]1CC(=O)c1ccccc1	4%	5%	1%
CC(C)CC(=O)N1C/C=C\C[C@@H](c2ccc(Cl)cc2)N(Cc2ccc(Cl)cc2)C(=O)[C@@H]1Cc1ccccc1	1%	1%	-1%
CC(C)(C)n1ncc2c(=O)n(Cc3c(F)ccc(Cl)c3Cl)cnc21	-2%	4%	1%
O=S1(=O)CCO[C@H]2CCCC[C@@H]2N1Cc1ccccc1F	-3%	6%	-1%
Cc1c(CCO)sc[n+]1CCc1ccccc1	-4%	5%	-1%
CC(=O)c1ccc(C2CC34CNS(=O)(=O)C3CC2O4)cc1 (configuration not stated)	-3%	-2%	0%
C/C=C1\COC(C(=O)NC)(C(F)(F)F)C=C1C=C1CCCCC1 (configuration not stated)	-10%	0%	1%
CC[N+]1(CC(=O)c2ccc(OC)cc2)CCCCC1	-2%	2%	2%
COc1cc2nc(C#Cc3nc4cc(OC)c(OC)cc4[nH]3)[nH]c2cc1OC	-2%	896%[activator]	0%
COC(=O)CN1C(=O)[C@@H]2[C@H](C1=O)[C@@H]1CC(C(=O)OC)=C[C@@H](C(=O)OC)C3C1=C(C(=O)[C@@]3(C)NC(=O)c1ccccc1)[C@@H]2C (some centres not stated)	-6%	-2%	2%
CC(=O)OCON[N+]([O-])=NC1CCCCC1	-3%	-4%	4%
O=C(C[N+]1(CC(O)c2ccccc2)CCOCC1)c1ccccc1 (configuration not stated)	-2%	1%	5%
COc1ccc(-c2ccc(C3C4C=CCC(C)C4C(=O)N3Cc3ccccc3)c(F)c2)cc1C (configuration not stated)	-7%	-1%	-1%
CN(C)c1ccc(-c2ccc(C3C4C=CCCC4(C)C(=O)N3Cc3ccccc3)c(F)c2)cc1 (configuration not stated)	-5%	79%[activator]	3%
Cc1cc2c(c(C)c1Cl)C(c1ccc3c(c1)OCO3)CC(O)(c1ccccc1)O2 (configuration not stated)	-13%	-7%	-4%
O=S1(=O)CCOC[C@H](c2ccccc2)N1Cc1ccc(Cl)c(Cl)c1	-5%	-1%	-2%
COc1ccc(-c2c(C3C4C=CCCC4(C)C(=O)N3Cc3ccccc3)ccc3ccccc23)cc1OC (configuration not stated)	-4%	6%	-4%
Cn1cc(/C=C/c2ccc3ccccc3n2)c2ccccc21	4%	0%	?
CC(C)(C)n1ncc2c(=O)n(Cc3ccc(Cl)cc3C(F)(F)F)cnc21	-3%	-3%	0%
Cc1ccnc2ccc([N+](=O)[O-])cc12	0%	-5%	-5%
Cc1ccc(SCC(Cc2ccccc2)N2CCN(CCc3ccccc3)CCC2=O)cc1 (configuration not stated)	-7%	-3%	-1%
CCOC(=O)N1C(C)CN(/[N+]([O-])=N/Oc2ccc([N+](=O)[O-])cc2[N+](=O)[O-])CC1C (configuration not stated)	-1%	-12%	1%
CCOC(=O)/C=C/c1ccc2c(c1)S(=O)(=O)N(C1CCCC1)[C@H]2CC(=O)OCC	-1%	-8%	3%
Cc1ccc2ncc(C)c(/C=C/c3ccc(N(C)C)cc3)c2c1	?	-4%	-10%
Clc1ccc[n+](CCCCC[n+]2cccc(Cl)c2)c1	-1%	-2%	5%
O=C(C[n+]1cccc(Br)c1)c1ccc(F)cc1	0%	5%	2%
CN(C)c1ccc(/C=C/c2cc(Cl)nc3ccccc23)cc1	-2%	2%	-4%
C[C@@H]1C(=O)N(S(=O)(=O)c2ccccc2[N+](=O)[O-])[C@H]1c1ccc(-c2ccccc2)cc1	-6%	5%[57.1 µM]	2%
CCC1CC=CC2C1C(=O)N(Cc1ccccc1)C2c1ccc2ccccc2c1 (configuration not stated)	17%	1%	2%
CC1CC=CC2C1C(=O)N(Cc1ccccc1)C2c1ccc(-c2ccc(N(C)C)cc2)cc1F (configuration not stated)	-4%	125%[activator]	-3%
CCCCNC(=O)[C@@H]1CC=C[C@@H]2CCN(Cc3ccccc3)C(=O)[C@@H]21	-4%	-2%	3%
CC12CCC=CC1C(c1ccc3ccccc3c1)N(Cc1ccccc1)C2=O (configuration not stated)	-3%	-16%	-4%
CN(C)c1ccc(/C=C/c2ccnc3ccc(F)cc23)cc1	-9%	-6%[57.1 µM]	?

Molecules from the list above with four or more nitrogen atoms:
SMILES	GRP78 ERSR act	TrxR1 substrate	Vif-A3G inh
CC(=O)OCC(NC(=O)C(C)NC(=O)OC(C)(C)C)C1OC(n2cc(C)c(=O)[nH]c2=O)C(OC(C)=O)C1OC(C)=O (configuration not stated)	-5%	-3%	2%
CC(C)(C)n1ncc2c(=O)n(Cc3ccc(OC(F)(F)F)cc3)cnc21	-2%	-10%	-1%
CCN(CC)/[N+]([O-])=N/Oc1cc(O/[N+]([O-])=N/N2CCCC2CO)c([N+](=O)[O-])cc1[N+](=O)[O-] (configuration not stated)	0%	7%	2%
N#Cc1cc2[nH]c(=O)c(=O)[nH]c2cc1[N+](=O)[O-]	-4%&-3%	-15%	0%
CC(C)(C)n1ncc2c(=O)n(Cc3c(Cl)ccc(Cl)c3Cl)cnc21	-3%	-1%	1%
CC(C)(C)n1ncc2c(=O)n(Cc3cc(Cl)ccc3Cl)cnc21	-5%	-3%	2%
CC(C)(C)n1ncc2c(=O)n(Cc3c(F)ccc(Cl)c3Cl)cnc21	-2%	4%	1%
COc1cc2nc(C#Cc3nc4cc(OC)c(OC)cc4[nH]3)[nH]c2cc1OC	-2%	896%[activator]	0%
CC(C)(C)n1ncc2c(=O)n(Cc3ccc(Cl)cc3C(F)(F)F)cnc21	-3%	-3%	0%
CCOC(=O)N1C(C)CN(/[N+]([O-])=N/Oc2ccc([N+](=O)[O-])cc2[N+](=O)[O-])CC1C (configuration not stated)	-1%	-12%	1%
